Compound activity: PubChem, Center for Chemical Genomics, University of Michigan
Dicer inh = human Dicer pre-microRNA cleavage inhibition. z-score at 25 µM. actives 6% (n = 47,000). cat-ELCCA pre-miR-21 Dicer processing, chemiluminescence; hits give high values; in the data active means z-score above about 3, passing the limit was not always enough;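 further: plate controls were vehicle for no effect and no enzyme for full effect; higher signal means more uncleaved substrate so more Dicer inhibition; strong numbers were not always called active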
Target sequence (Q9UPY3 whole entry, looked up): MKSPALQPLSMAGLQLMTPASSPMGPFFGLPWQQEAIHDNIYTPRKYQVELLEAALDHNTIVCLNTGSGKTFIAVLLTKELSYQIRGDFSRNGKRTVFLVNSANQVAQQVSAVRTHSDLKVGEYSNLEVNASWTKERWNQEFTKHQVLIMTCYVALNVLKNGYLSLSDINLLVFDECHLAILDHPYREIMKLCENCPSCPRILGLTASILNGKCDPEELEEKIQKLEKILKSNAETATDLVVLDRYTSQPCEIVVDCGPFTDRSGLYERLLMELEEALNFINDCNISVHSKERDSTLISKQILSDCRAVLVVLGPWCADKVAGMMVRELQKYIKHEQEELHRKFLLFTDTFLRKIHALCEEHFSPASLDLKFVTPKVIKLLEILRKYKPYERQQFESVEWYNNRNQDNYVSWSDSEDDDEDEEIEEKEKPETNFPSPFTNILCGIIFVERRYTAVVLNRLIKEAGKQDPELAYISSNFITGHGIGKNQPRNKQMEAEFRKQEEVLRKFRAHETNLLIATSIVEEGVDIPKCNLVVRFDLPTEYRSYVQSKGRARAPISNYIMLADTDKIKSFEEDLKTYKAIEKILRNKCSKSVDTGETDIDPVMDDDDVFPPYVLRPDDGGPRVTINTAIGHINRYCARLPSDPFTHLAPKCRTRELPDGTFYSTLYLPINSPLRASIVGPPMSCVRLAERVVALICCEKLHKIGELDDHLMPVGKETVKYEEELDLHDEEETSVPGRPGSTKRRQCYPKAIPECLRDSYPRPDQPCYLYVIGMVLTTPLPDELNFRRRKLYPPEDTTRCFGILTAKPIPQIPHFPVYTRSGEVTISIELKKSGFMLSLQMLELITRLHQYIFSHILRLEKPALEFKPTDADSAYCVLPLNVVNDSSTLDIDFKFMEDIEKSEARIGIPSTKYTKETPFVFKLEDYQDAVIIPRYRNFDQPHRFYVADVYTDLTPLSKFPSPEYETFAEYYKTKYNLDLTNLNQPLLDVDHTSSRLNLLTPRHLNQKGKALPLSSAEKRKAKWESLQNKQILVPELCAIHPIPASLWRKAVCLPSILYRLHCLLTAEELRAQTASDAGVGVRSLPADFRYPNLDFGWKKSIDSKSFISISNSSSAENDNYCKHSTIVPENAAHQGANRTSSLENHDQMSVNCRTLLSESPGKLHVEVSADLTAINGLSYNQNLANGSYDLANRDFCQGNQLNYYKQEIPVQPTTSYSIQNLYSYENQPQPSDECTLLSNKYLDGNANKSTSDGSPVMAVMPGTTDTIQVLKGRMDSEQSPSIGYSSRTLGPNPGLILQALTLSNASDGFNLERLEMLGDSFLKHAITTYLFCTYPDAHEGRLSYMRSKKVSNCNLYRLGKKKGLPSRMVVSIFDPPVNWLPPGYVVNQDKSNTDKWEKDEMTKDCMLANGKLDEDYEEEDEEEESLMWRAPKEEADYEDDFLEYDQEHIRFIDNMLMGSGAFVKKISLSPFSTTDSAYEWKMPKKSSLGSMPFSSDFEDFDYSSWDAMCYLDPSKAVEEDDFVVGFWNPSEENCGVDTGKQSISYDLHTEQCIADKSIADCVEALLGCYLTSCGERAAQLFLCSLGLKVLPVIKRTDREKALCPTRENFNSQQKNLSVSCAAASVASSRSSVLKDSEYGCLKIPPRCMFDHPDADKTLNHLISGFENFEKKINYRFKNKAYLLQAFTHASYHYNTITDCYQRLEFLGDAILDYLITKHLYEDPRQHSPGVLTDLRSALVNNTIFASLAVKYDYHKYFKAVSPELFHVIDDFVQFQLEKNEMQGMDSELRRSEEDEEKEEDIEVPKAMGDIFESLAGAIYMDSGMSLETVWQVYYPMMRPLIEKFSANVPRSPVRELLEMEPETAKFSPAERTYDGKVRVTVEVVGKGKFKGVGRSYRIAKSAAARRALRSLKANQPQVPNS
* = called active by the depositor. An excerpt (hit frequency here may not be typical).

SMILES	Dicer inh
C=CCC(O)(CCN1CCCCC1)c1ccccc1 (stereo not given)	1.2
CN(C)c1ccc(C(=O)NNC(=O)c2cc([N+](=O)[O-])ccc2N)cc1	2.1
CC1(C)CC(=O)C=C(OC(=O)c2ccc(C(C)(C)C)cc2)C1	-1.3
COc1ccc(-c2noc(-c3cccc4ccccc34)n2)cc1	-0.04
CCn1c2ccc(F)cc2c2nnc(SCCN3CCOCC3)nc21	-1.8
N/C(=N\S(=O)(=O)c1cc(Cl)c(Oc2ccc([N+](=O)[O-])cc2Cl)c(Cl)c1)c1ccncc1	1.3
COc1ccc(C2=NNc3nc4c(c(=O)[nH]c(=O)n4C)n3C2)cc1	-2.4
COC(=O)c1ccc(C2C(C(=O)OC3CCCCC3)=C(C)NC3=C2C(=O)CC(C)(C)C3)cc1 (stereo not given)	0.12
CCCN1C(=O)C(O)(CC(=O)c2c(C)n[nH]c2C)c2ccccc21 (stereo not given)	0.2
Cc1cc(C)c(C2=NON3N(C(=O)c4ccc(S(=O)(=O)N(C)C)cc4)c4ccccc4N23)c(C)c1	1
CCCCCn1c(SCC(=O)Nc2ccc(Cl)cc2)n[nH]c1=O	-0.47
CCCCNC(=O)CN1C(=O)NC2NC(=O)NC21 (stereo not given)	2.6
O=C1NCCN1CCN1CCC(c2cn(-c3ccc(F)cc3)c3ccc(Cl)cc23)CC1	0.53
COc1ccc(OC)c(C2SCCN2S(=O)(=O)c2ccc(-c3ccccc3)cc2)c1 (stereo not given)	-0.18
O=C1CSC(=Nc2cc(Cl)cc(Cl)c2)N1c1cc(Cl)cc(Cl)c1	-0.51
O=C(NCc1ccc(Cl)c(Cl)c1)c1c(C(F)(F)F)ccnc1Oc1ccccc1	0.42
COCCN1C(=O)c2oc3ccccc3c(=O)c2C1c1ccc(OC)c(OC)c1 (stereo not given)	-0.76
Cc1onc(-c2ccccc2)c1-c1nc(CSc2nc3ccccc3[nH]2)no1	0.38
Cc1cccc(-c2[nH]c(C(C)(C)C)nc2-c2ccc3nccnc3c2)n1	-1.7
CCOc1ccc(C2C(C#N)=C(C)NC3=C2C(=O)CC(c2ccc(Cl)cc2)C3)cc1OC (stereo not given)	-1.6
COc1ccc(C2Oc3c(OC)cccc3C3CC(c4ccccc4O)=NN32)cc1OC (stereo not given)	-0.41
Nc1nc(-c2cccnc2)ncc1S(=O)(=O)c1ccc(C(F)(F)F)cn1	5.2
CCOC(=O)/C(C#N)=C1\SCC(C)(O)N1c1c(F)cccc1F (stereo not given)	-0.2
N#C/C=C(\Nc1ccc(F)cc1F)c1ccccc1Cl	-0.43
O=C(NC(=O)c1ccccc1Cl)Nc1ccc(-c2cnco2)cc1	0.77
CCOC(=O)Cc1nn(C)c(=O)c2ccccc12	0.7
CNC(=S)N/N=C(\C)c1ccc(F)cc1	2.5
Cc1cc(=O)[nH]c(SCC(=O)N2CCN(S(=O)(=O)c3ccccc3)C2)n1	0.26
Cn1c(=O)c(C#N)c(O)c2ccccc21	0.83
COc1ccc2nc(SCC(=O)Nc3ncc(Br)s3)[nH]c2c1	0.68

Arranged by number of heavy atoms (lowest first): twelve of the compounds above.
SMILES	Dicer inh
CNC(=S)N/N=C(\C)c1ccc(F)cc1	2.5
CCCCNC(=O)CN1C(=O)NC2NC(=O)NC21 (stereo not given)	2.6
N#C/C=C(\Nc1ccc(F)cc1F)c1ccccc1Cl	-0.43
COc1ccc2nc(SCC(=O)Nc3ncc(Br)s3)[nH]c2c1	0.68
CCOC(=O)/C(C#N)=C1\SCC(C)(O)N1c1c(F)cccc1F (stereo not given)	-0.2
O=C(NC(=O)c1ccccc1Cl)Nc1ccc(-c2cnco2)cc1	0.77
Cc1cc(=O)[nH]c(SCC(=O)N2CCN(S(=O)(=O)c3ccccc3)C2)n1	0.26
Cc1onc(-c2ccccc2)c1-c1nc(CSc2nc3ccccc3[nH]2)no1	0.38
COCCN1C(=O)c2oc3ccccc3c(=O)c2C1c1ccc(OC)c(OC)c1 (stereo not given)	-0.76
COc1ccc(OC)c(C2SCCN2S(=O)(=O)c2ccc(-c3ccccc3)cc2)c1 (stereo not given)	-0.18
O=C1NCCN1CCN1CCC(c2cn(-c3ccc(F)cc3)c3ccc(Cl)cc23)CC1	0.53
CCOc1ccc(C2C(C#N)=C(C)NC3=C2C(=O)CC(c2ccc(Cl)cc2)C3)cc1OC (stereo not given)	-1.6

Following part
SMILES	Dicer inh
CC[N+](C)(C)Cc1ccccc1Br	-0.39
CC(C)(C)OC(=O)N[C@@H](Cc1ccccc1)C(=O)NNC(=S)c1ccc2c(c1)OCCO2	-0.06
CN(C)CCN(Cc1ccccc1)c1ccccn1	0.91
O=S(=O)(c1ccc(F)cc1)N(Cc1ccccc1)c1ccccn1	2.8
NC1=NC(c2ccco2)n2c(nc3ccccc32)N1 (stereo not given)	1.1
NC(=O)c1c(NC(=O)c2ccc(Cl)cc2)sc2c1CCCC2	-1.1
CCCc1cc2c(c(N)n1)c(=O)oc1ccccc12	-0.55
Fc1ccc(NCc2ccc3c(c2)OCO3)cc1	323
CCSc1ccc(C(=O)NCC(=O)O)cc1	0.3
COc1ccc(C(CC(=O)c2ccco2)SCc2ccco2)cc1OC (stereo not given)	0.14
Cc1ccc(CSc2nc3c(c(-c4cccs4)c2C#N)CCCC3)cc1	-0.27
O=C(c1cc(Cl)cc(Cl)c1)N1CCCN(c2nc3ccc(Cl)cc3s2)CC1	-0.17
O/N=C/c1ccnc(SCc2ccccc2)n1	-0.29
CC1=C(C(=O)OCCc2ccccc2)C(c2cccnc2)C2=C(CCCC2=O)N1 (stereo not given)	0.89
COc1ccc(CNc2ncc(-c3ccc(Br)cc3)n2C)cc1OC	-0.09
O=C(CC1(O)C(=O)Nc2ccc(Cl)cc21)c1ccccc1 (stereo not given)	3
COc1ccc(C(C)=O)cc1CO/N=C1\CSCc2ccccc21	-4.1
OCCN(CCO)c1ncnc2c1sc1nc(N3CCOCC3)c3c(c12)CCCC3	-0.37
Cc1ccc(N2C(=O)c3oc4ccccc4c(=O)c3C2c2ccc(Cl)cc2)nc1 (stereo not given)	3.8*
Cn1cc(Cl)c(/C=C(\C#N)S(=O)(=O)C(C)(C)C)n1	4.2*
COc1ccc(-c2csc(Nc3cccnc3)n2)cc1	2.8
O=c1ccc2ccccc2n1Nc1ccc(Br)cc1	-0.16
CC1(C)CC(=O)C2=C(C1)c1c(ccc3ccccc13)NC2c1ccco1 (stereo not given)	-0.93
N#CC(C(=O)c1cccs1)=C1SCCS1	3.8*
COc1cccc(C2C3=C(CC(C)(C)CC3=O)OC3=C2C(=O)CC(C)(C)C3)c1O	0.63
Cc1ccc2oc3c(c(=O)c2c1)C(c1ccc(F)cc1)N(c1ccccn1)C3=O (stereo not given)	0.58
NCC(O)COc1c(Cl)cccc1Cl (stereo not given)	-0.63
COC(=O)C(C)N(C#N)c1nc(N(C)C)nc(N(C)C)n1 (stereo not given)	5.9*
O=C(O)CSc1nc(-c2ccccc2)c(-c2ccccc2)[nH]1	-0.95
CC1=C(C(=O)OC(C)C)C(c2cccc(Cl)c2)C2=C(CCCC2=O)N1 (stereo not given)	-1.8
O=C(NC(=O)c1c(F)cccc1Cl)Nc1ncc(C(F)(F)F)cc1Cl	-1.8
CCOC(=O)c1nnn(-c2nonc2N)c1CN(C)C1CCCCC1	1.5
CCc1ccc(O)c(C2(O)C(=O)c3ccccc3C2=O)c1	11
CCOC(=O)N1CCc2c(sc3ncn(CC(N)=O)c(=O)c23)C1	0.95
COc1ccc(COC(=O)C2=C(C)NC3=C(C(=O)CCC3)C2c2coc3ccc(C)cc3c2=O)cc1 (stereo not given)	0.44
CCOc1ccc(-c2nc3n(n2)C(c2ccc(OC)cc2)C2=C(CCCC2=O)N3)cc1 (stereo not given)	0.31
COCc1nnc(NC(=O)c2ccc3c(c2)OCO3)s1	0.78
O=c1nc(N2CCCCC2)ccn1-c1nc(-c2ccccc2)sc1-c1ccccc1	-0.66
COc1ccc2nc(NC(=O)Nc3ccc(Cl)cc3)sc2c1	2.7
COc1ccc2cc(C(=O)c3cc4ccc(OC)cc4oc3=O)c(=O)oc2c1	-1.1
CCC(C)Nc1ncnc2sccc12 (stereo not given)	-0.16
CC1CN(Cc2c(O)ccc3c(=O)c(-c4ccccc4)coc23)CC(C)O1 (stereo not given)	27
Nc1c(S(=O)(=O)Cc2ccc(Cl)cc2)sc2nc3c(cc12)CCCC3	1.7
O=C(NCc1c(Cl)cc(C(F)(F)F)cc1Cl)c1ccc(C(F)(F)F)cc1	-1.2
CC(C)S(=O)(=O)c1csc(NC(=O)Nc2ccc(C(F)(F)F)cc2)c1	2.2

Sorted by count of non-hydrogen atoms (rising): some entries from above.
SMILES	Dicer inh
Cn1cc(Cl)c(/C=C(\C#N)S(=O)(=O)C(C)(C)C)n1	4.2*
O=C(O)CSc1nc(-c2ccccc2)c(-c2ccccc2)[nH]1	-0.95
CC1(C)CC(=O)C2=C(C1)c1c(ccc3ccccc13)NC2c1ccco1 (stereo not given)	-0.93

Reprinted from the listing, three compounds:
SMILES	Dicer inh
Cc1ccc(N2C(=O)c3oc4ccccc4c(=O)c3C2c2ccc(Cl)cc2)nc1 (stereo not given)	3.8*
Cn1cc(Cl)c(/C=C(\C#N)S(=O)(=O)C(C)(C)C)n1	4.2*
COc1ccc(-c2csc(Nc3cccnc3)n2)cc1	2.8

More compounds.
SMILES	Dicer inh
CCCCOC(=O)c1c(N)n(-c2ccc(OC)cc2)c2nc3ccccc3nc12	1.6
COC(=O)c1cnc(SCc2ccc([N+](=O)[O-])cc2)n1C	-0.34
CCn1c(SC(C)C)nc2sc3c(c2c1=O)CCCC3	1.4
Cc1occc1-c1nnc(SCC(=O)c2ccc(Cl)cc2)o1	-2.3
O=C1NC(=O)/C(=C/c2ccc3nccnc3c2)S1	0.01
CCOC(=O)c1c[nH]c2ccccc2c1=O	3*
COc1ccccc1C1CCN(c2ccc(C3OCCCO3)cc2[N+](=O)[O-])CC1	0.03
COc1ccc(C2C(C(=O)c3cccs3)=C(O)C(=O)N2CCCN(C)C)cc1 (stereo not given)	-0.27
O=C1CSC(=O)N1CC(O)Cn1c2ccc(Cl)cc2c2cc(Cl)ccc21 (stereo not given)	-0.72
O=C1c2cccc(Oc3ccccc3)c2C(=O)c2c(Oc3ccccc3)cccc21	-0.06
O=C(CS(=O)(=O)c1ccc(C(F)(F)F)cc1[N+](=O)[O-])Nc1ccc(F)cc1F	-0.38
CCc1c(C)nc(N2CCOCC2)[nH]c1=O	-0.93
Cc1cccc(Nc2ccc(-n3ccnc3)nn2)c1	-2
COc1ccc(-c2nnc(SCc3cccc(Cl)c3)o2)c(OC)c1	-0.48
FC(F)(F)c1cc(Oc2ccccc2)ncc1-c1nnc(-c2ccccc2Cl)o1	-1.3
CCc1ccc(C2CC(=O)NC(SCC(=O)OC)=C2C#N)cc1 (stereo not given)	0.55
CC(=O)NNC(=O)c1sc2nc(-c3ccc(Cl)cc3)nn2c1C	2.4
CC(=O)NNc1ncnc2c1sc1ncccc12	-2.5
Cc1ccc2c(C(=O)CN(C)C)c(C)[nH]c2c1	1.3
Cc1csc(SCCCCCCC(=O)O)n1	-0.37
CN(C)C(=O)N1CCN(S(=O)(=O)c2ccc(Cl)cc2)CC1	0.7
Cc1cc(C2(c3ccc(N)c(C)c3)CCCCC2)ccc1N	3.1*
CC(=O)Nc1cc(-c2ccc([N+](=O)[O-])cc2)[nH]n1	-6.6
CSc1ccc(C2C(C(=O)OCCOc3ccccc3)=C(C)NC3=C2C(=O)CC(C)(C)C3)cc1 (stereo not given)	2.9
Cc1ccc(CNCCNCC(C)O)s1 (stereo not given)	0
CC(=O)O[C@H]1[C@H](OC(C)=O)[C@H](OC(C)=O)CO[C@@H]1c1nc2ccccc2s1	-0.38
C=CCOC(=O)C1=C(C)NC2=C(C(=O)CC(C)(C)C2)C1c1ccccc1OCCCC (stereo not given)	-0.11
COC(=O)C1=C(C)N=c2s/c(=C/c3ccc(Cl)cc3)c(=O)n2C1c1ccc(OC)cc1 (stereo not given)	4.6*
COc1ccc(-c2nnc(SCc3ccc(Br)cc3)o2)cc1	-0.79
COc1cc(Br)c(/C=C(\C#N)C(=O)O)cc1OC	-3.3
CCCCN1CN=C(Nc2nc(C)c3cc(OCC)ccc3n2)NC1	1.2
N[C@H](C(=O)O)c1cc(O)cc(O)c1	0.88
COc1nccnc1NS(=O)(=O)c1ccc(NC(=O)c2ccc(Br)cc2)cc1	-0.45
Cc1ccc(C2C(C#N)=C3N=C(N)c4ccccc4N3C3=C2C(=O)CCC3)cc1 (stereo not given)	2.5
CS(=O)(=O)NCc1ccccc1	2.2
COCCN1C(=O)C(=O)/C(=C(/O)c2ccccc2)C1c1ccccc1F (stereo not given)	0.76
Cc1cc(C)c2c(=O)[nH]c(SCC(=O)N3CCCCC3)nc2n1	5.8*
COc1ccc(S(=O)c2ccccc2C(=O)O)c(C(=O)O)c1 (stereo not given)	0.75
Cc1ccccc1-c1c(C(F)(F)F)oc2c(C)c(O)ccc2c1=O	-0.77
Cc1cc(OC(=O)c2c(Cl)cccc2Cl)c(Cl)c(C)c1Cl	-0.31
c1ccc(-c2c(-c3ccccc3)n(Cc3ccco3)c3ncnc(NCCCn4ccnc4)c23)cc1	3.9*
O=C(NC1CCCCC1)N1c2ccccc2C=Cc2ccccc21	-0.23
COC(=O)CC1Oc2ccc(Cl)cc2-n2cc(-c3ccccc3)nc21 (stereo not given)	0.04
Cn1c(=O)c2c(nc(NCCCO)n2Cc2ccc(Cl)cc2)n(C)c1=O	3.6*
COc1ccc(CCN2CNc3c(c(=O)n(C)c(=O)n3C)C2)cc1OC	2
COC(=O)c1c(-c2c(Cl)cccc2Cl)noc1C(=O)NN	-2.2
O=c1c(O)c(-c2cc(O)c(O)c(O)c2)oc2cc(O)cc(O)c12	-1.8
COc1ccc(-c2nnn(-c3cc(Cl)cc(Cl)c3)c2N)cc1	-0.42
O=C(NCC(O)COc1ccc([N+](=O)[O-])cc1)Nc1cccs1 (stereo not given)	-0.59
O=[N+]([O-])c1cc(-c2nc(-c3cccc(C(F)(F)F)c3)no2)cs1	0.41
CCOC(=O)C1=C(C)NC(=S)N(C(C)=O)C1c1cccs1 (stereo not given)	-0.96
Cn1c(=O)c2c(nc(CN3CCN(c4ccccc4)CC3)n2CC(=O)C(C)(C)C)n(C)c1=O	0.91
CCOC(=O)c1sc(NC2=NS(=O)(=O)c3ccccc32)c(C(=O)OCC)c1C	-0.58
